Compound activity (PubChem)
D2 antag: HTS Assay for Allosteric Antagonists of the Human D2 Dopamine Receptor: Primary Screen for Antagonists; HEK293 TREx D2 cells, calcium flux, dopamine EC80; inhibition, % at 10 µM; 2% of 340,000 active; in the data active = inhibition above about 30%; also: 0% is about no effect
Target sequence (P14416 whole entry, looked up): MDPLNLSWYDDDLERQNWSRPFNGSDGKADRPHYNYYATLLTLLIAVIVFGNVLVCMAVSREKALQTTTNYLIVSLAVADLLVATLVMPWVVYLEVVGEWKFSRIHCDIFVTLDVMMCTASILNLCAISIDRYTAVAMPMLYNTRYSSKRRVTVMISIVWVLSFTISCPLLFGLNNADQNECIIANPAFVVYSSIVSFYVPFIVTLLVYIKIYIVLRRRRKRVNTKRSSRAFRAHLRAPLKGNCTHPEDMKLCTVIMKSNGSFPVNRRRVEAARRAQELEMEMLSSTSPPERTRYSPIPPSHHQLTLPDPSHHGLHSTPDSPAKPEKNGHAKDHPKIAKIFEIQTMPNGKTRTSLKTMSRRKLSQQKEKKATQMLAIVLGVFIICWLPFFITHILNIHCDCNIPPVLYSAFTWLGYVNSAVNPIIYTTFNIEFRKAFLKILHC
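Tetracycline-induced HEK293 T-REx cells expressing D2 force-coupled to calcium signalling were dye-loaded, exposed to compound for 180 s, then challenged with an EC80 of dopamine; calcium flux was followed kinetically for a further 180 s.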
12-LOX inh: Primary qHTS assay for inhibitors of human arachidonate 12S-lipoxygenase (ALOX12): Round 2; Polyunsaturated fatty acid lipoxygenase ALOX12 (Homo sapiens), P18054; purified 12hLO, xylenol orange hydroperoxide absorbance; Potency, µM (doses to about 108 µM), for the others: top-dose activity change, negative = inhibition, usual class: inhibitors; 1.1% of 580,000 active; AID 1671190, 2021; also: potency is read from the fitted curve at half-maximal effect; % is scaled to controls: 0 for no effect and ±100 for the full control effect
Target sequence (P18054 whole entry, looked up): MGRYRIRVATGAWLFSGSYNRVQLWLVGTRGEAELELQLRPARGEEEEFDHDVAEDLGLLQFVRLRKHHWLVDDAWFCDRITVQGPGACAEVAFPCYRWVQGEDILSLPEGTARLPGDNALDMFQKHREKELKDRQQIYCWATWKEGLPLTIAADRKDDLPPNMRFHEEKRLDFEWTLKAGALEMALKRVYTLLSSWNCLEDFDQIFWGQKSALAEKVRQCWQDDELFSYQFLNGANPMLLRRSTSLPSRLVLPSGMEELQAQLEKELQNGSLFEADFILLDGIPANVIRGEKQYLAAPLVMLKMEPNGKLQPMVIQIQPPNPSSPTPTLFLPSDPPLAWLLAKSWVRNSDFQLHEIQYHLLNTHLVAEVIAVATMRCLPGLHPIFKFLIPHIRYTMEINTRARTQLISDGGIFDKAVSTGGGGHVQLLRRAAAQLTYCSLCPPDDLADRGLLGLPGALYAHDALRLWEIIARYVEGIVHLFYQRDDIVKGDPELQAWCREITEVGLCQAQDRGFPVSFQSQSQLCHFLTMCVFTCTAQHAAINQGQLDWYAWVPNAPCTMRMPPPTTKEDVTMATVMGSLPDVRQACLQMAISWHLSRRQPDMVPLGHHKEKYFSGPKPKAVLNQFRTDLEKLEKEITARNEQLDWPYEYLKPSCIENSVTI
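Purified human 12hLO (150 nM final) in 25 mM Hepes, 0.01% Triton X-100, pH 7.0 was preincubated 15 min at room temperature with compound. Then 40 uM arachidonic acid was added, 30 min. Hydroperoxide was read by Fe-XO absorbance ratio 573/405 nm.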
Vif-A3F inh: qHTS for Inhibitors of Vif-A3F Interactions: qHTS; 0.2% of 390,000 active; Potency, µM (series often up to 46.1 µM), for the others: top-dose activity, negative = active; HeLa A3F-eYFP + Vif (tagged APOBEC3F with the HIV-1 protein that degrades it), YFP fluorescence increase; also: potency is read from the fitted curve at half-maximal effect; % of control where 0% means no effect; nearly all actives have a fitted effect of over 65% in size
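HeLa cells stably expressing Vif plus C-terminally eYFP-tagged A3F were seeded, incubated overnight at 37 deg C, dosed with compound, incubated overnight again at 37 deg C. Yellow fluorescence (Ex 488/Em 500-530) reported blocked Vif-mediated A3F-eYFP degradation.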
D2 agonist: HTS Assay for Allosteric Agonists of the Human D2 Dopamine Receptor: Primary Screen for Agonists; HEK293 T-REx D2 cells, calcium flux agonist mode; activation, % at 2 µM; 0.53% of 340,000 active;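 active = activation over 3 SD above normal in the single-dose calcium agonist read, cut at about 30% in these data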; also: 0% is about no effect
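Agonism scored from kinetic calcium signal (1 read/sec, 180 s) following compound pin transfer, after a 10 s baseline. Cells: HEK293 Trex line expressing inducible D2 receptor coupled to calcium, dye-loaded after overnight culture at 30 C.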
GRP78 ERSR act: qHTS for Inducers of the Endoplasmic Reticulum Stress Response (ERSR) in Human Glioma: qHTS | Potency, µM, inactives show top-dose activation, most hits filed as activators | AID 602332, 2012 | U87-MG GRP78 promoter luciferase reporter, 16 h | 0.02% of 420,000 active; also: potency is read from the fitted curve at half-maximal effect; series mostly up to about 76 µM; % of control where 0% means no effect; nearly all actives have a fitted effect of over 35% in size
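ERSR induction read as luciferase luminescence (Bright-Glo, 10 min at room temperature) in stably transfected human U87-MG glioma cells exposed to compounds for 16 h, using GRP78 as sensor.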
RGS4 inh: Inhibitors of Regulator of G Protein Signaling (RGS) 4: qHTS; Regulator of G-protein signaling 4 (Homo sapiens), P49798; Transcreener GDP fluorescence polarization, RGS4-accelerated GTP hydrolysis; Potency, µM (highest dose often 114 µM), inactives show top-dose activity change, negative = inhibition, usual class: inhibitors; 0.039% of 390,000 active; AID 504845, 2011; also: potency is read from the fitted curve at half-maximal effect; % is scaled to controls: 0 for no effect and ±100 for the full control effect; nearly all actives have a fitted effect of over 75% in size; some results filed as inactive show a strong effect at the top dose
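MLSMR compounds (23 nl, pin-transferred) preincubated 10 min at room temperature with a 500nM (2x) first reagent, then RGS4 at 900nM (2x) plus Transcreener GDP mix added; fluorescence polarization (620/688 nm) read before and after 90 min at 30 °C.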
ERG Ets-DNA blk: qHTS for Small Molecule Inhibitors of the ERG Ets/DNA interaction; fluorescence polarization, His-ERG Ets domain / labelled DNA; Potency, µM (doses to about 76.9 µM), without a hit: at the highest dose FP activity, negative = inhibition, most hits filed as inhibitors; 0.028% of 370,000 active; active = well fitted inhibition curve with a large enough effect in the polarisation, with a control signal flat; inconclusive = small, poorly fitted or top-dose-only effect, or effect the other way, or a change in a side signal; inactive = no such curve, though single readings can be large or run the other way; the % refers to the polarisation;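 also: polarization taken with two DNA probes labelled with fluorescein and Texas red; potency is read from the fitted curve at half-maximal effect; % of control where 0% means no effect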
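His-tagged ERG Ets domain (1 uM in the protein solution; 300mM KCl, 50mM Tris-HCl, 1mM EDTA, 1mM DTT, pH 7.5) received compound, then a probe mix of 5 nM fluorescein-DNA and 100nM Texas-615-DNA. Fluorescence polarization was read for both dyes.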
LDHA inh: qHTS assay for inhibitors of human lactate dehydrogenase; L-lactate dehydrogenase A chain (Homo sapiens), P00338; 0.15% of 480,000 active; purified LDHA, NADH/diaphorase-resazurin fluorescence; stronger effect = lower value; activity change, % (values are at about 110 or 230 µM); in the data active = activity change below about -30%; inconclusive = mostly about -25% to -30%;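 also: plate controls were DMSO wells for no effect and wells without enzyme for full effect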
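Human LDH5 (2 nM) was incubated with 0.06 mM NADH and 0.2 mM pyruvate for 5 min at room temperature in Tris pH 7.4. Remaining NADH was coupled through diaphorase/resazurin, and resorufin fluorescence was read at 0 and 20 min.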
Vif-A3G inh: qHTS for Inhibitors of Vif-A3G Interactions: qHTS; 0.076% of 410,000 active; HeLa A3G-eYFP + Vif (tagged APOBEC3G with the HIV-1 protein that degrades it), YFP fluorescence, overnight; DNA dC->dU-editing enzyme APOBEC-3G (Homo sapiens), Q9HC16; Potency, µM (highest dose often 46.1 µM), without a hit: top-dose activity, negative = active, actives largely listed as inhibitors;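 also: potency is read from the fitted curve at half-maximal effect; % is scaled to controls: 0 for no effect and ±100 for the full control effect; nearly all actives have a fitted effect of over 60% in size; hits raise eYFP signal because A3G escapes Vif-driven loss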
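HeLa cells stably expressing Vif and C-terminally eYFP-tagged A3G, seeded overnight at 37 deg C, then exposed to compound by pintool overnight at 37 deg C. Rise in yellow fluorescence (Ex 488/Em 500-530, Acumen) marks blocked Vif-driven A3G degradation.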
Active calls of the source: *; ? = inconclusive; . = not tested or not shown; & = joins results of further samples; [ ] = another dose, or the depositor's remark. Unless noted, calls follow the shape of the dose curve; as a rule, active = well fitted curve in the direction sought with a large enough effect; inconclusive = small, poorly fitted or top-dose-only effect, or another doubt; inactive = no such curve, though single readings can be large; an effect the other way counts as inactive or inconclusive. These rows are one share of the data, so the mix of outcomes need not match the whole.

Order of results – D2 antag, 12-LOX inh, Vif-A3F inh, D2 agonist, GRP78 ERSR act, RGS4 inh, ERG Ets-DNA blk, LDHA inh, Vif-A3G inh
COc1ccc(S(=O)(=O)N2CCOC2CNC(=O)C(=O)NCCc2c[nH]c3ccccc23)cc1 (stereo not given)
→ -5, 1%[57.4 µM], -7%, 1.5, -3%, 8%, 4%, 2, 0%
COC(=O)[C@]1(C)N[C@H](c2ccc(-c3ccc(Cl)c(Cl)c3)c(OC)c2)[C@@H]2C(=O)N(C)C(=O)[C@@H]21
→ 18, ?, 2%, 0.0, -4%, -23%, 19%, 1, -11%
CCOC(=O)C1(Cc2cccc(F)c2)CCN(CC2CC2)CC1
→ -5, -1%, -1%, 1.0, -3%, 8%, 6%, -4, 0%
CCN(CC)c1ccc(/C=C2/SC(=O)N(C(C)C)C2=O)o1
→ -5, 45µM*, ?, 15, -10%, ?, 59%[activator], 19, ?
Cc1ccc(CN2C(=O)c3ccccc3Sc3ccc(C(=O)OCc4ccco4)cc32)cc1
→ ., -11%, 0%, 0.6, -3%, -9%, -4%, -7, -10%
CCOC(=O)C1CCN(C(=O)CCc2nnc3ccc(N4CCN(C)CC4)nn23)CC1
→ 12, 1%, -3%, 0.5, -3%, -15%[11.4 µM], -7%, -1, 5%
Cc1ccc(C(=O)Nc2ccccc2C(=O)O)cc1S(=O)(=O)NCc1ccccc1
→ 0, 0%, 13%, 2.2, 2%, -13%, -2%, -3, 0%
Cn1c(SCC(N)=O)nnc1-c1cnccn1
→ -34, 6%, 15%, 0.8, -2%, 15%[56.9 µM], -4%, -6, 0%
CN1OC[C@@H]2CN(Cc3ccccc3)[C@H](c3cccc(N4CCOCC4)c3)C[C@@H]21
→ ., -11%, 1%, ., -3%, 20%, 31%[activator], 2, 1%
O=CN/C=C/c1cc(O)ccc1O
→ -19, ?, 12%, -1.1, -8%, ?, 0%, 26, ?
CCCNC(=O)C12CCC(C)(C(=O)O1)C2(C)C (stereo not given)
→ 10, 118%[activator], -8%, -0.5, 1%, 6%, 16%, -9, 3%
CC(=O)c1cccc(NC(=O)C2C3C=CC(C3=C(c3ccccc3)c3ccccc3)C2C(=O)O)c1 (stereo not given)
→ -28, 0%, -11%, 1.6, -1%, 5%, -14%, -6, 1%
COc1ccc(S(=O)(=O)NCc2ccc3c(c2)CCN3C(=O)c2ccc(C)cc2)cc1Cl
→ ., -12%, -8%, -0.7, -1%, -26%, 4%, 3, 3%
COc1ccc(OCC(=O)NNC(=S)NC(=O)C2CC2)cc1
→ 5, ?, 2%, 1.1, -6%, -25%, -1%, 0, -2%
C=CCc1ccccc1OCCSc1nc(-c2cccs2)nc2cc(=O)[nH]n12
→ ., -16%, 2%, -0.1, -1%, -13%, 16%, -3, -6%
Cc1ccc2c(C(=O)CCl)c(C)[nH]c2c1
→ -1, ?, -4%, -0.2, -18%, -4%[11.4 µM], 3%, -4, ?
Cc1cc(NC(=O)N(C)CCc2c(C)nn(C)c2C)ccc1Br
→ ., -23%, -3%, -0.5, 0%, 21%, 5%, -11, 2%
COc1ccc(/C(C)=N/NC(=O)c2nc(C)cc(C)n2)cc1
→ -19, 78%[activator], -3%, -1.9, -4%, 22%, 1%, -3, -6%
CCOc1cc(C2Nc3ccccc3-c3nnc(SCc4ccccc4)nc3O2)ccc1OC (stereo not given)
→ ., -2%, 2%, -0.7, 0%, -14%, 1%, -7, -4%
Cc1cccn2c(=O)c3cc(C(=O)NC4CCCCC4)n(C)c3nc12
→ 27, -11%, 3%, 0.3, -4%, -15%, -9%, 0, -5%
Cc1ccc(C(=O)N/C(=C\c2ccc(-c3cccc([N+](=O)[O-])c3)o2)C(=O)NCCCN(C)C)cc1
→ -14, ?, -12%, -1.0, -6%, -4%, 1%, -5, -1%
Cc1nc(NCCc2ccccc2)c2nnn(Cc3ccccc3)c2n1
→ 9, 0%, 9%, -0.4, -3%, -19%, -19%, -11, 2%
COc1ccccc1C(=O)OCC#CCSc1nnc(-c2cccc3ccccc23)o1
→ ., ?, 2%, ., -5%, 11%, ., -7, 0%
COc1cccc(C(NC(C)=O)c2nc(-c3ccoc3)cs2)c1 (stereo not given)
→ ., ?, ., ., -1%, ., ., -2, -2%
Cc1nnc(C)n1/N=C/c1cc(Br)ccc1O
→ 6, ?, -20%, 0.5, 2%, -27%, 1%, -5, 0%
CC1CN(S(=O)(=O)c2csc(C(=O)Nc3ccccc3)c2)CC(C)O1 (stereo not given)
→ 2, 29%, 2%, -0.3, -2%, -42%, -2%, -7, 0%
COC(=O)c1ccc2nc(-c3ccc(OC)c(OC)c3)c(CC3CCCCC3)n2c1
→ ., ?, ., ., -1%, ., ., 0, -12%
COC(=O)C1=C(C)N(C)C(C)=C(C(=O)OC)C1c1cccc(Br)c1
→ -5, 34%[activator], 0%, 1.1, 8%, -2%, 0%, -2, -17%
CC(C)OC(=O)C1C2C=CC3(CN(CC4CCCO4)C(=O)C13)O2 (stereo not given)
→ -11&-20, -8%, -5%, -0.2&-1.4, -5%, 16%, -2%, -8, 3%
O=C(CCC(=O)NNc1nc2ccccc2c2nc(-c3ccccc3)nn12)NCCCN1CCOCC1
→ 30, 0%, -6%, 0.4, -1%, 14%, 3%, 2, 3%
C=CCN=C1CCCc2c1[nH]c1ccc(C)cc21
→ -12, ?, -2%, 1.9, 6%, -2%, 15%, -5, -17%
CCc1cccc(NC(=O)CCCn2nc(CC)n3c(cc4occc43)c2=O)c1
→ -10, -10%, -3%, 0.1, -6%, -18%, -1%, 2, 3%
O=C(O)c1cc([N+](=O)[O-])ccc1NCCO
→ 12, -16%, 3%, 1.0, -5%, 0%, 0%, -6, 3%
CC(=O)Nc1ccc2[nH]ccc2c1
→ -5, -2%, -6%, -1.0, 2%, 2%, -10%, -9, -3%
Cc1ccc(S(=O)(=O)c2cc3c(=O)n4ccccc4nc3n(CCc3ccccc3)c2=N)cc1
→ -2, -7%, -23%, -0.1, -5%, -10%, -3%, -5, -3%
CCOc1ccccc1N1CCN(C(=O)CCCN2C(=O)c3cccc4cccc(c34)C2=O)CC1
→ 25, -16%, 10%, -1.5, -3%, -14%, -7%, -6, 0%
Cc1[nH]c2ccc(C(=O)NCCc3ccccc3Cl)cc2c1C
→ ., 4%, -21%, ., 4%, -8%, -4%, -5, -3%
Cc1cc(Cl)ccc1OCCCC(=O)NCC1CCCO1 (stereo not given)
→ 15, 0%, 0%, -0.1, 0%, -2%, 4%, 0, -3%
CC(=O)c1cc(C(=O)Nc2cc(C)cc(C)c2)c2ccccn12
→ ., 0%, -2%, -0.9, 2%, 20%, 6%, -15, 0%
O=C(NCCc1ccc(F)cc1)C(=O)NCC(c1cccs1)S(=O)(=O)c1ccccc1 (stereo not given)
→ ., -11%, -4%, 0.4, -6%, -14%, -2%, 1, 2%
CCc1ccc(NC2=NCC(=O)N2Cc2ccc3c(c2)OCO3)cc1
→ 12, ?, 4%, 0.7, -6%, -35%, -11%, 3, -1%
C#CCN(C[C@@H]1[C@@H](OC(=O)NCc2ccccc2)[C@@H](OC(=O)NCc2ccccc2)CN(C(=O)OC(C)C)N1C(=O)OC(C)C)S(=O)(=O)c1ccc(C)cc1
→ ., -11%, -24%, ., -6%, ., ., -5, 2%
CCCCCOC(=O)Cn1c(N2CCOCC2)nc2c1c(=O)[nH]c(=O)n2C
→ 11, -10%, 9%, 0.3, -5%, -8%, -13%, -1, 2%
CS(=O)(=O)C1=NSC2=NC(=O)/C(=C\c3ccc(OS(=O)(=O)c4ccccc4)cc3)C(=N)N21
→ -3, ?, -6%, -0.2, 2%, -43%, 3%, 0, 1%
Cc1onc(-c2ccccc2Cl)c1C(=O)N1CCN(C=O)CC1
→ -9, 17%, -6%, 0.4, -3%, 1%, 0%, -2, 8%
Oc1ccc(/C=N/NC(=S)N/N=C/c2ccc(O)cc2)cc1
→ -5, ?, 2%, 0.4, 0%, -1%[11.4 µM], 14%, -4, ?
COC(=O)N1CCCCC1c1cc(C(=O)Nc2ccc(OC)cc2C)no1 (stereo not given)
→ ., 30%, ., ., 0%, ., ., -6, -2%
COc1ccc(C(=O)Nc2ccc(Cl)cc2C(=O)NCc2ccco2)cc1
→ 23, -3%, -1%, 0.4, -3%, -22%, 0%, -1, -13%
O=C1c2ccccc2C(Nc2ccc(Cl)cn2)N1Cc1ccccc1 (stereo not given)
→ 18, -14%, -2%, 0.7, -4%, 5%, -1%, 2, -9%
